OX1R antag-1 – OX1R (HCRTR1) antagonists, primary screen, fluorescence, CHO/OX1R cells, Fluo-8 calcium, orexin A | Orexin/Hypocretin receptor type 1 (Homo sapiens), O43613 | Fluo-8 calcium fluorescence | inhibition, % at 5 µM | 330,000 compounds, 0.43% hits | AID 434989, 2010;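 active = inhibition above its plate's threshold, mean inhibition of all tested compounds on the plate plus 3 SD, cut at about 37% in these data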;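 also: 0% = orexin A challenge wells and 100% = SB-334867-A antagonist wells; not every result past the cut was called active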
Target sequence (O43613 whole entry, looked up): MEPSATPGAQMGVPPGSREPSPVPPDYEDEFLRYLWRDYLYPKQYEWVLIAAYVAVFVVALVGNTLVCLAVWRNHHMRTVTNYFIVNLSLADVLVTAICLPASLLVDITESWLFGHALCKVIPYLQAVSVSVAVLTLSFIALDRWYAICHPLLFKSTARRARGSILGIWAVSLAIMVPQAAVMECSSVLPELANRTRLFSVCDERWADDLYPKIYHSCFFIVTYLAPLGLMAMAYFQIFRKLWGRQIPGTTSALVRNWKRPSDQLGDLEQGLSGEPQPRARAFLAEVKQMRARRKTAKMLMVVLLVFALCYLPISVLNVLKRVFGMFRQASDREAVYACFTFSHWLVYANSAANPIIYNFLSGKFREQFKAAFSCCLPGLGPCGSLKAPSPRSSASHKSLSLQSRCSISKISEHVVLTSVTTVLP
OX1R antag-2 – antagonists of human orexin 1 receptor (OX1R); AID 485270, 2010; OX1R-expressing cells, FRET antagonist read-out; inhibition, % at 6.6 µM; 330,000 compounds, 1.8% hits; in the data active = inhibition mostly above about 38%, no sharp cut-off; inactive = mostly below about 40%;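 also: 0% = agonist challenge alone and 100% = reference antagonist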
Active calls of the source: *. An unsorted share of the library (roughly 2% active in at least one column).

SMILES | OX1R antag-1 | OX1R antag-2
NC(=O)c1c(NC(=O)c2cccnc2)sc2c1CCCCC2 | -8 | -8
COc1ccc(-n2c(Cc3cccn3C)nnc2SCC(=O)N2CCCC2)cc1 | -4 | 2
Cc1cc(C)nc(NC(=O)c2ccc(OC(C)C)cc2)n1 | -24 | 30
CCCN(CCC)C(C(=O)Nc1cccc(OC)c1)c1ccccc1 (configuration not stated) | -26 | 0
O=C(C1CCCO1)N(c1cccc(Cl)c1)C1C=CS(=O)(=O)C1 (configuration not stated) | -17 | 0
CC(=O)N1CCN(C(=O)c2ccccc2NS(=O)(=O)c2ccc(F)cc2)CC1 | -6 | -3
O=C(O)C1C2C=CC(C3CC23)C1C(=O)N1CCc2ccccc21 (configuration not stated) | 2 | 3
O=C(Oc1ccc(N2C(=O)C3C4CCC(C4)C3C2=O)cc1)c1ccco1 (configuration not stated) | -12 | 30
CCCC(c1nnnn1C(C)(C)C)N1CCN(Cc2ccccc2)CC1 (configuration not stated) | -35 | 16
CCN(CC(=O)Nc1c(F)cccc1F)C(=O)c1cnc(C)cn1 | 4 | 1
CC(=O)c1c[nH]c(C(=O)NC2CCCCCC2)c1 | 1 | 19
O=C(Cc1csc(Nc2nc(=S)[nH]c3ccccc23)n1)NCc1ccccc1Cl | -12 | 4
Cc1cc(-c2ccc(S(=O)(=O)N3CCCCC3)s2)on1 | -16 | 16
O=C(Nc1ccc(Cl)c(Cl)c1)Nc1nc(-c2ccccc2)cs1 | 10 | 34
N#Cc1ccccc1Sc1ccccc1C(=O)OCC(N)=O | -17 | 14
CCC(=O)Nc1ccc2c(c1)ncn2-c1ccc(OC)cc1 | -21 | 15

Complete entries, looked up by structure. Values in the order: OX1R antag-1 | OX1R antag-2
Listed for O=C(Nc1ccc(Cl)c(Cl)c1)Nc1nc(-c2ccccc2)cs1 : 10 | 34
Listed for CCN(CC(=O)Nc1c(F)cccc1F)C(=O)c1cnc(C)cn1 : 4 | 1

Additional results:
SMILES | OX1R antag-1 | OX1R antag-2
COc1ccccc1-c1cc(=O)c2c(O)ccc([N+](=O)[O-])c2o1 | -5 | 3
O=C(CCC(=O)OCC(=O)c1ccc(Br)cc1)Nc1cccc2cccnc12 | -14 | 9
O=C(COC(=O)C1CCN(c2ccc(C(F)(F)F)cn2)CC1)Nc1ncc(Cl)cc1Cl | -10 | 5
COc1ccc(S(=O)(=O)N2CCOCC2)cc1NC(=O)C1CC1 | 12 | 2
COC(=O)CNC(=O)C(NC(=O)c1ccc(Cl)cc1)C(C)C (configuration not stated) | 5 | -6
Cc1ccccc1OCc1nc2ccccc2c(=O)n1N | -10 | 22
Cc1ccc(CSCCNC(=O)CCSc2ccccc2)cc1 | -20 | 39
Cc1ccc(S(=O)(=O)N2CCN(C(=O)CNC(=O)c3sc4ccccc4c3Cl)CC2)cc1 | -21 | -4
Cc1ccc(NS(=O)(=O)c2ccc(C)c(C(=O)N3CCN(C)CC3)c2)cc1 | -19 | 7
Cn1c(=O)oc2cc(S(=O)(=O)NCc3ccc(Cl)cc3)ccc21 | 0 | 14
O=C(NCCCn1ccnc1)c1ccc2nccnc2c1 | -6 | 14
COc1ccc(-c2ccnc3cc(C(=O)O)nn23)cc1 | -19 | 57*
COc1cccc(OCC(=O)NNC(=O)C(=O)N2CCCC2)c1 | 3 | 9
CC(C)C12CN3CC(C(C)C)(CN(C1)C3(C)C)C2=O | -18 | 9
CS(=O)(=O)N1CCN(c2ccccc2NC(=S)NC(=O)c2cccs2)CC1 | -9 | -4
CCOCCCN1CN(S(=O)(=O)c2ccc(Cl)cc2)c2nc3ccccc3nc21 | -41 | 18
COC(=O)c1sc(NC(=O)c2cc(-c3ccccc3)nc3ccccc23)c(C#N)c1C | 14 | 72*
CC(NC(=O)N(Cc1ccccc1)Cc1ccc2c(c1)OCO2)(C(F)(F)F)C(F)(F)F | -11 | 8
COc1ccc(CNC(=S)Nc2ccccc2-c2ccccc2)cc1 | -18 | 19
CCOC(=O)N1CCC(NC(=O)C(Cc2ccccc2)NC(=O)c2ccco2)CC1 (configuration not stated) | -20 | 11
COc1ccc(CN2CCCC(C(=O)c3ccc4c(c3)OCO4)C2)c(F)c1 (configuration not stated) | -37 | 24
O=C(Cn1[nH]c(=O)c2ccccc2c1=O)OCC(=O)c1ccc(F)c(F)c1 | -24 | -1
O=C(O)c1ccccc1NC(=O)c1ccccc1Nc1ccccc1 | -19 | 34
CCOc1ccc(NC(=O)Cn2nnc(C(=O)NCc3ccco3)c2N)cc1 | -14 | 19
CCOC(=O)c1c(C)[nH]c(C)c1S(=O)(=O)N(C)CC(=O)N1CCN(c2ccc(OC)cc2)CC1 | -10 | 5
COc1ccc(S(=O)(=O)NCCCN2CCOCC2)c2ccccc12 | -21 | 8
COc1ccc(CCN2CC(C(=O)Nc3ccc(S(C)(=O)=O)cc3)CC2=O)cc1OC (configuration not stated) | -8 | 1
Cc1cc2cc(CNC(=O)c3ccc(S(=O)(=O)N4CCCCC4)cc3)ccc2[nH]1 | -9 | -3
CN(Cc1ccccc1)C(=O)c1cccc(C(=O)N(C)Cc2ccccc2)c1 | -23 | 9
Cc1cc(C)n(CC(=O)NCc2ccccc2)c(=O)c1C#N | -19 | 19
CC(CN1CCCCC1)OC(=O)c1ccc(Cl)cc1Cl (configuration not stated) | -27 | 18
CC(Oc1ccccc1)C(=O)N1CCN=C1SCc1cccc(F)c1 (configuration not stated) | -17 | 9

Taken from above:
OX1R antag-2 with `COc1ccc(CCN2CC(C(=O)Nc3ccc(S(C)(=O)=O)cc3)CC2=O)cc1OC` (configuration not stated) stands at 1
OX1R antag-1 with `CN(Cc1ccccc1)C(=O)c1cccc(C(=O)N(C)Cc2ccccc2)c1` stands at -23
OX1R antag-2 with `Cc1cc2cc(CNC(=O)c3ccc(S(=O)(=O)N4CCCCC4)cc3)ccc2[nH]1` stands at -3
OX1R antag-1 with `CC(Oc1ccccc1)C(=O)N1CCN=C1SCc1cccc(F)c1` (configuration not stated) stands at -17
OX1R antag-1 with `CCOC(=O)c1c(C)[nH]c(C)c1S(=O)(=O)N(C)CC(=O)N1CCN(c2ccc(OC)cc2)CC1` stands at -10
OX1R antag-2 with `Cc1cc(C)n(CC(=O)NCc2ccccc2)c(=O)c1C#N` stands at 19
OX1R antag-1 with `CC(CN1CCCCC1)OC(=O)c1ccc(Cl)cc1Cl` (configuration not stated) stands at -27

(cont.)
SMILES | OX1R antag-1 | OX1R antag-2
CCOC(=O)C1CCN(C(=O)c2c(-c3ccccc3)noc2C)CC1 | 0 | 14
O=C1CSC(c2ccccc2)N1Cc1ccccc1 (configuration not stated) | -17 | 15
COc1ccc(-n2c(=S)[nH]c3ncccc3c2=O)cc1 | 7 | 4
CC(C)(C)NC(=O)CN(C(=O)CCC(=O)Nc1nccs1)c1ccc2c(c1)OCCO2 | -15 | 12
O=C(CN1C(=O)/C(=C/c2cccc(Br)c2)SC1=S)NC1=NCCS1 | 4 | 7
CCNC(=O)Nc1ccc(-n2nc(C)c(C(=O)OCC)c2C)nc1 | -12 | 11
Cc1cc2cc(C)c(NCCNC(=O)c3ccccc3Cl)nc2cc1C | -15 | 27
Cc1cc(C)cc(C(=O)O/N=C(\N)c2ccc(Br)cc2)c1 | -4 | 9
O=C(CNC(=O)c1cccc([N+](=O)[O-])c1)OCCCC(=O)c1ccc(F)cc1 | 9 | 9
CCCOc1ccc(/C(O)=C2/C(=O)C(=O)N(CCN(C)C)C2c2ccco2)cc1 (configuration not stated) | -22 | 14
COc1ccc2c(C)nc(N/C(N)=N/S(=O)(=O)c3ccc(C)cc3)nc2c1 | -28 | 11
Cc1ccc(S(=O)(=O)N2CCCCC2)cc1C(=O)NCCN1CCOCC1 | -10 | 1
Cn1c(Nn2cnnc2)nc2ccccc21 | -6 | 2
O=[N+]([O-])c1ccc2c(c1)/C(=N\O)c1ccccc1-2 | -12 | 23
CCCc1[nH]n(-c2nc3ccccc3s2)c(=O)c1C=NCC1CCCO1 (configuration not stated) | -20 | 9
COc1ccc(C)cc1NC(=O)CN1C(=O)C2CC=CCC2C1=O (configuration not stated) | -18 | -4
COC(=O)N/N=C/c1ccc(OS(=O)(=O)c2ccc(C)cc2)c(OC)c1 | -6 | 12
Cc1nc2ccc(CCO)cc2s1 | 4 | 8
O=C(NCCC1CCCC1)C1CCC(=O)N(CCCN2CCCC2=O)C1 (configuration not stated) | -19 | -2
CCc1ccc2nc(NC(=O)C3CSC4(C)CCC(=O)N34)sc2c1 (configuration not stated) | -32 | 10
Cc1ccc(-c2c3c(=O)n(C)c(=O)n(C)c3cn2-n2cnnc2)cc1 | -9 | 40
Cc1cccc(-n2c(=O)c3c(C)c(C)sc3n(CC(N)=O)c2=O)c1 | -15 | 0
CCN(CC)Cc1cc(C(C)=O)ccc1O | -8 | 9
CC(Sc1nc2c(c(=O)[nH]1)CCCC2)C(=O)Nc1ccc(Br)cn1 (configuration not stated) | -10 | 13
Oc1ccc(Br)cc1/C=N/Nc1nc(N2CCCCC2)nc(N2CCOCC2)n1 | -18 | 7
O=C(N1CCOCC1)N(Cc1cccs1)C1CCCC1 | 0 | 16
O=C(N/C(=C\c1ccc([N+](=O)[O-])cc1)C(=O)N1CCOCC1)c1cccc(Br)c1 | -7 | 21
O=C(O)c1cccc2c1C(=O)c1ccc(-c3ccc(F)cc3F)cc1S2(=O)=O | -3 | 6
CCCCN(C(=O)c1ccc(-c2ccc([N+](=O)[O-])cc2)o1)c1c(N)n(CCCC)c(=O)[nH]c1=O | -10 | 46
O=C(NN1C(=O)c2ccccc2C1=O)c1ccc2c(c1)C(=O)N(CC1CCCO1)C2=O (configuration not stated) | -13 | 35
CCOc1cccc(-c2cc(-c3n[nH]c(=S)n3CC)c3ccccc3n2)c1 | -9 | 15
O=C(NCc1cccc(C(F)(F)F)c1)C1CCN(c2ncccn2)CC1 | -6 | 4
COc1cccc(C(CNC(=O)C(c2ccccc2)c2ccccc2)N(C)C)c1 (configuration not stated) | -17 | 7
Cc1cccnc1NC(=O)Cn1nc([N+](=O)[O-])cc1C | -5 | 30
Cc1cccc(N2C(=O)C(Oc3ccc(Cl)cc3Cl)C2C(=O)O)c1C (configuration not stated) | -20 | 15
CC(=O)Nc1ccc(S(=O)(=O)NCC(=O)NNC(=O)COc2c(C)cccc2C)cc1 | -1 | 3
CC(C)C(OC(=O)c1cccs1)C(=O)NCc1ccccc1 (configuration not stated) | -26 | 1
CSc1ccc(C(=O)N2CCc3ccc(NC(=O)c4ccccn4)cc3C2)cc1 | -33 | 29
C/C(=N\N=c1/scc(C)n1Cc1ccco1)c1cccc([N+](=O)[O-])c1 | -26 | 27
O=C(CSc1nnc(NC(=O)c2ccccc2F)s1)NCC1CCCO1 (configuration not stated) | -13 | 11
O=C(NNS(=O)(=O)c1ccccc1Cl)C1COc2ccccc2O1 (configuration not stated) | 8 | -2
Cn1c(NC(=O)CC2CCCCC2)cc(=O)n(C)c1=O | -12 | 9
Cc1ccc(Oc2ncnc3sccc23)cc1 | -5 | 12
COc1ccc(S(=O)(=O)/C(C#N)=C/Nc2cccc(OC)c2)cc1 | -24 | -4
COc1ccc(Cc2nnc(SCC(=O)N3CCc4ccccc4C3)o2)cc1 | -21 | 0
CC(C)(C)c1ccc(C(=O)NCC(=O)NCc2ccccn2)cc1 | -32 | 6
CC(C)Oc1nc(-c2ccccc2Cl)nc2ccccc12 | -18 | 3
C=CCOc1ccc(/C=C2\SC(=S)N(NS(=O)(=O)c3ccc(C)cc3)C2=O)cc1 | -2 | 20
CCC(CC)C(=O)c1c[nH]c(C(=O)O)c1 | 5 | 12
COc1ccc(NC(=S)Nc2ncccc2C)cc1OC | -1 | 33
CCCn1c(CNc2ccc(Br)cc2)nc2ccccc21 | -9 | 11
CCOCCCNC(=S)N1CCN(c2nc(-c3ccc(F)cc3)cs2)CC1 | 9 | 6
CC(C)c1cc(NC(=O)CCl)on1 | 3 | 10
Cc1cc(C)c[n+](CC(=O)c2cc3ccccc3oc2=O)c1 | -14 | 20
COc1ccc(-n2nnnc2SCC#CCO)cc1 | 7 | 6
Fc1cccc(NC(=S)NNc2ccccc2)c1 | -2 | 10

More structures.
SMILES | OX1R antag-1 | OX1R antag-2
O=C(CS(=O)CC(=O)Nc1cnc2ccccc2c1)Nc1ccc(Cl)cc1 (configuration not stated) | -22 | 27
CCOC(=O)C(=CNc1cc(C)nn1-c1ccc(C)cc1)C(=O)OCC | -44 | 17
O=C(O)C1CCCN1S(=O)(=O)c1cc(Cl)ccc1Cl (configuration not stated) | 0 | 11
O=C(Cc1csc(Nc2nc(=S)[nH]c3ccccc23)n1)NCc1ccc(Cl)cc1 | -16 | 6
O=C(Nc1cccc(NC(=O)c2cccs2)c1)c1ccc(Br)cc1 | -23 | 12
Cc1ccc2cc(C#N)c(NCc3ccccc3)nc2c1 | -7 | 2
O=C(O)C1CCCCC1C(=O)Nc1ccc(F)cc1F (configuration not stated) | -19 | -1
O=C(C1CC(=O)N(c2ccc(F)cc2)C1)N1CCC(c2nc3ccccc3[nH]2)CC1 (configuration not stated) | -21 | 13
CC1(C)COC(c2cccn2Cc2ccccc2Cl)=N1 | -16 | -3
Oc1ccc(Br)cc1/C=N/n1c(C2CCCCC2)n[nH]c1=S | -1 | 0
CC1CCN(C(=O)COC(=O)/C=C/c2ccc([N+](=O)[O-])cc2)CC1 | -6 | 35
CC(NC(=O)C1CCCN(S(=O)(=O)c2cccs2)C1)c1ccccc1 (configuration not stated) | -14 | 19
CCc1ccc(C(=O)c2oc3nc(C)cc(C)c3c2N)cc1 | -34 | 16
CCOC(=O)C1CCCN(c2c(NCCc3ccc(S(N)(=O)=O)cc3)c(=O)c2=O)C1 (configuration not stated) | -3 | 12
O=C(COC(=O)c1nc(Cl)c(Cl)c(Cl)c1Cl)NCc1ccccc1 | 8 | -2

Screening data (PubChem BioAssay)
